# Source: PubChem
# TRPC6 act = mouse TRPC6 channel activation | HEK293-TRPC6 membrane potential dye fluorescence; hits give high values | 310,000 tested, 0.13% active | Q61143 | B-score at 10 µM;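 active = B-score of the integrated fluorescence ratio above library mean plus 3 SD, and starting fluorescence ratio within library mean plus 5 SD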;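 note: higher score means more depolarization so channel activation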
# TRPC4 act = TRPC4 (mouse) channel activation; B-score at 10 µM; Q9QUQ5; 310,000 tested, 0.49% active; HEK293 TRPC4beta/mu-opioid, Fluo4 calcium fluorescence; hits give high values;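 active = B-score above 5 SD of library B-scores, and initial fluorescence ratio not above library mean plus 5 SD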;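 note: positive B-score marks a calcium rise read as TRPC4 activation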
#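 Material: HEK293 stable line with TRPC4beta plus mu-opioid receptor; technique: Fluo4 calcium-sensitive dye fluorescence, kinetic, 1 Hz baseline; timing: Fluo4 dye loading 45 min at room temperature, 110 s recording; controls: assay buffer as low control, maximal DAMGO as high control; read-out: integrated baseline-normalised fluorescence ratio, converted to per-well B score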
# ANO1 activ = mouse TMEM16A channel activation, primary screen; HEK293 TMEM16A/YFP-H148Q/I152L, iodide quench fluorescence; hits give low values; B-score at 10 µM; 340,000 tested, 0.3% active;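 active = fluorescence-ratio B-score plate-corrected deviation score at least 3 library SD below zero, with starting fluorescence score within 5 deviations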;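 note: channel opened by trigger with iodide after compound preincubation; score built on the fluorescence ratio of max minus min over baseline; more negative score means more quench and so TMEM16A activation or potentiation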
# TMEM16A inh = mouse TMEM16A channel inhibition, primary screen; Q8BHY3; HEK293 TMEM16A/YFP iodide influx fluorescence, ionomycin; normalized B-score (activity score, 25-100; higher = stronger inhibition) at 10 µM; 310,000 tested, 1.2% active;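 active = ratio plate-corrected score three or more library SD toward inhibition, starting fluorescence score within five deviations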;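 note: score derived from kinetic fluorescence span divided by baseline fluorescence per well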
# TRPC4 potent = allosterically enhances the mouse TRPC4 cation channel; Q9QUQ5; HEK293 TRPC4beta/mu-opioid, DAMGO EC20, Fluo-4 Ca2+ flux; hits give high values; B-score at 10 µM; 310,000 tested, 0.42% active; AID 2227;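 active = B-score of calcium response area above 5 SD of library B-scores, with initial fluorescence ratio within 5 SD of library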;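 note: B-score of integrated fluorescence ratio over time as area under calcium response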
# MrgX1 antagonist = blocks BAM8-22 activation of human MrgX1 receptor; Q96LB2; MRGX1-HEK293 calcium flux, Fluo-4, BAM8-22 antagonism; hits give low values; B-score at 10 µM; 310,000 tested, 1.3% active; AID 588676;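 active = calcium-response B-score plate-corrected more than 3 library SD below zero, starting fluorescence within 5 deviations, no agonist response on first addition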;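 note: peak minus trough fluorescence over baseline after final BAM8-22 challenge near maximal dose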
# Target sequence (Q96LB2 whole entry, looked up): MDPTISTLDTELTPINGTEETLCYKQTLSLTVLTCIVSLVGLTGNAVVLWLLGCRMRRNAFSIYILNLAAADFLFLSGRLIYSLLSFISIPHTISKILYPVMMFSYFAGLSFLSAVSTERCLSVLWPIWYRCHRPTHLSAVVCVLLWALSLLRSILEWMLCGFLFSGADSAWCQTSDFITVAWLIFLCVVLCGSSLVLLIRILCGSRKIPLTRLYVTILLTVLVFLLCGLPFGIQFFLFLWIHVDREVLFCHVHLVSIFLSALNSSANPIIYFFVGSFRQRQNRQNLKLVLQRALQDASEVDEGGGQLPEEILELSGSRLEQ
# MrgX1 ag = activates human MrgX1 receptor signaling; Q96LB2; MrgX1-HEK293 cells, Fluo-4 calcium fluorescence, agonist mode; hits give high values; B-score at 10 µM; 310,000 tested, 0.44% active; AID 588627;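 active = calcium response B-score plate-corrected fluorescence ratio at least 3 library SD, with starting fluorescence B-score inside 5 SD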
#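 Test system: HEK293 cells stably expressing human MrgX1 receptor; Input: fifteen thousand cells per well; Dosing: compound delivered in addition one of three; Schedule: overnight seeding, then 1 h dark dye loading; Technique: Fluo-4 NW calcium fluorescence; Measure: B-scored fluorescence response ratio; Controls: positive and negative controls per plate.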
# TRPC4 block = blocks the mouse TRPC4 cation channel; B-score at 10 µM; Q9QUQ5; 300,000 tested, 0.39% active; HEK293 TRPC4beta/mu-opioid, DAMGO-evoked Fluo4 calcium flux; hits give low values;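 active = B-score over 3 SD under the library average, no early fluorescence shift, positive overall ratio signal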
#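 Material: HEK293 cells with stable TRPC4beta plus mu-opioid receptor expression; probe or stimulus: DAMGO in two steps, submaximal then maximal; technique: Fluo4 calcium fluorescence by kinetic imaging, 5 s 1 Hz baseline; measure: integrated fluorescence ratio relative to baseline, converted to per-well B score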
# TRPC6 inh = mouse TRPC6 channel inhibition; B-score at 10 µM; Q61143; AID 2553; 310,000 tested, 1.1% active; HEK293-TRPC6, membrane potential dye, ACh-evoked depolarization; hits give low values;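 active = B-score under library mean minus 3 SD, initial fluorescence not abnormally high, positive integrated signal ratio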;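 note: B-score derived from integrated fluorescence ratio over the kinetic read; more negative B-score means stronger inhibition of depolarization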
# MrgX1 PAM = allosterically activates human MrgX1 receptor signaling | Q96LB2 | AID 588675 | MrgX1-HEK293, Fluo-4 calcium flux, FDSS; hits give high values | 310,000 tested, 0.63% active | B-score at 10 µM;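 active = plate-corrected calcium response at least 3 library SD above typical, normal starting fluorescence, not activating the receptor alone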;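 note: compound read alongside a low EC10 to EC30 dose of BAM8-22 agonist; peak minus trough fluorescence over baseline measured at the second addition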
# SKKanGAS inh = blocks kanamycin growth of S. pyogenes SKKanGAS strain; BacTiter-Glo, 6 h; inhibition, % at 7.5 µM; 300,000 tested, 1.3% active; AID 1662;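 active = mean replicate score, as percent of positive control median, at least 50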;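 note: strain carries kanamycin resistance gene driven by streptokinase promoter and grows in 40 µg/ml kanamycin; loss of luminescence reflects streptokinase promoter inhibition or plain growth inhibition; 0% = median of DMSO wells and 100% = positive control at its reference dose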
# Active calls of the source: *; i = inactive; x = no result given. Hits appear at their usual frequency; about 6.7% have a hit in one of these screens.
SMILES,TRPC6 act,TRPC4 act,ANO1 activ,TMEM16A inh,TRPC4 potent,MrgX1 antagonist,MrgX1 ag,TRPC4 block,TRPC6 inh,MrgX1 PAM,SKKanGAS inh
CN(C)C(=O)[C@H]1C[C@H]1[C@@H](O)[C@H](CO)NC(=O)[C@H](COCc1ccccc1)NC(=O)OC(C)(C)C,i,i,i,i,i,i,i,i,i,i,4
CS(=O)(=O)c1ccc(C(=O)OCC(=O)N2CCCc3ccccc32)cc1,i,i,i,i,i,-7.3*,i,i,i,i,18
Cc1ccc(NC(=O)N2CCCCCC2)cc1C,i,i,i,i,i,i,i,i,i,i,-3
CCS(=O)(=O)c1ccc2c(c1)N(S(=O)(=O)c1ccccc1)CC(C(=O)O)O2 (configuration not stated),i,i,i,i,i,-4.7*,i,i,i,i,0
Oc1ccccc1CNc1cnc2ccccc2c1,i,i,i,100*,i,i,i,i,i,i,-3
COCc1cccc(N2C(=O)CC(C3C=C(C)C4C(=O)N(c5cccc(COC)c5)C(=O)C4C3)C2=O)c1 (configuration not stated),i,i,i,i,i,i,i,i,i,i,-9
Cc1cc(C(F)(F)F)c2c(C)nn(-c3ccccc3)c2n1,i,i,i,i,i,i,i,i,i,i,-12
CC(C)Oc1ccc(CNC(=O)Cn2c(=O)c3cccn3c3cccnc32)cc1,i,i,i,i,i,i,i,i,i,i,2
CC1=C(C(=O)OC2CCCCC2)C(c2cccc([N+](=O)[O-])c2)NC(=O)N1 (configuration not stated),i,i,i,i,i,i,i,i,i,i,5
C/C(=N\NC(=O)Cn1nc(C)cc1C)c1ccc([N+](=O)[O-])cc1,i,i,i,i,i,i,i,i,i,i,0

# Look-ups from the results shown:
# SKKanGAS inh result of COCc1cccc(N2C(=O)CC(C3C=C(C)C4C(=O)N(c5cccc(COC)c5)C(=O)C4C3)C2=O)c1 (configuration not stated) stands at -9
# SKKanGAS inh result of CC1=C(C(=O)OC2CCCCC2)C(c2cccc([N+](=O)[O-])c2)NC(=O)N1 (configuration not stated) stands at 5

# Other compounds.
SMILES,TRPC6 act,TRPC4 act,ANO1 activ,TMEM16A inh,TRPC4 potent,MrgX1 antagonist,MrgX1 ag,TRPC4 block,TRPC6 inh,MrgX1 PAM,SKKanGAS inh
CCOc1ccc(-n2nnc3c(=O)n(CC(=O)c4ccccc4)cnc32)cc1,i,i,i,i,i,i,i,i,i,i,-2
COc1cc(-c2cc(-c3ccc(O)cc3)nc(N)c2C#N)ccc1O,i,i,i,i,i,i,i,i,i,i,20
COc1cc(/C=C/C(=O)N2CCOCC2)ccc1OCc1ccccc1,i,i,i,i,i,i,i,i,i,i,-11
O=[N+]([O-])c1cc(S(=O)(=O)NCCN2CCOCC2)ccc1Cl,i,i,i,i,i,i,i,i,i,i,5
CC(=O)Oc1ccc(C(=O)Nc2ccc3c(c2)C(=O)N(CCC(=O)O)C3=O)cc1,i,i,i,i,i,i,i,i,i,i,x
O=C1C2C3C=CC(C3)C2C(=O)N1CNc1ccc(O)cc1 (configuration not stated),i,i,x,i,i,i,i,i,i,i,5
Cc1ccc(C)c(NC(=O)C2CCN(C(=O)c3cccs3)CC2)c1,i,i,i,i,i,i,i,i,i,i,0
C/C(=N\NC(=O)c1ccc(Cn2cc([N+](=O)[O-])cn2)o1)c1cccc(NC(=O)c2cccnc2)c1,i,i,i,i,i,i,i,i,i,i,4
COc1cc(C2=NOC(C(=O)NCc3cccs3)C2)cc(OC)c1OC (configuration not stated),i,i,i,i,i,i,i,i,i,i,-8
NS(=O)(=O)c1ccc(S(=O)(=O)NCCc2ccccc2)cc1,i,i,i,i,i,i,i,i,i,i,-2
COc1ccc(NC(=O)CSCC(=O)Nc2ccc(C)c(S(=O)(=O)N3CCCCCC3)c2)cc1,i,i,i,i,i,i,i,i,i,i,-1
Cc1ccc(-c2cc(C(F)(F)F)c(C#N)c(SCC(=O)O)n2)cc1,i,i,i,i,i,i,i,i,i,i,-3
CN1CCN(c2cc(N3CCc4ccccc4C3)c(F)cc2[N+](=O)[O-])CC1,i,i,i,i,i,i,i,i,i,i,1
CC(C)C[C@H](N)c1cn([C@@H](CCCCN)C(=O)N2CCNCC2)nn1,i,i,i,i,i,i,i,i,i,i,3
CCOC(=O)C1=C(CN2CCCCC2)NC(=O)NC1c1cc(C)ccc1C (configuration not stated),i,i,i,i,i,i,i,i,i,i,0
CCOCCCN(C(=O)c1snc(C(N)=O)c1N)C(C(=O)NC1CCCC1)c1ccc(OC)cc1 (configuration not stated),i,i,i,i,i,i,i,i,i,i,3
CC(Oc1ccc(Cl)cc1Cl)C(=O)NNC(=O)[C@@H]1CCCC[C@@H]1C(=O)O (some centres not stated),i,i,i,i,i,i,i,i,i,i,1
COc1cc(-c2nc3cnccn3c2Nc2ccccc2)ccc1O,i,i,i,i,i,i,i,i,i,i,0
CC(=O)c1cccc(N(C(=O)c2ccco2)C(C(=O)NC2CCCC2)c2cccs2)c1 (configuration not stated),i,i,i,i,i,i,i,i,i,i,1
COc1cc(/C=N/NS(=O)(=O)c2ccccc2)ccc1OS(=O)(=O)c1ccc(C)cc1,i,i,i,i,i,i,i,i,i,i,9
Cc1cc(OC(=O)c2cc(F)c(F)cc2Cl)nc(C)n1,i,i,i,i,i,i,i,i,i,i,0
Cc1nc2ccccc2c(=O)n1-c1ccc(NS(=O)(=O)c2ccccc2)cc1,i,i,i,i,i,i,i,i,i,i,20
CCOC(=O)c1c(C)[nH]c(C)c1C(=O)Cn1nnc(-c2ccccc2C)n1,i,i,i,i,i,i,i,i,i,i,-6
Cc1ccc(S(=O)(=O)N(C)C)cc1NC(=O)COC(=O)CSc1ccccc1,i,i,i,i,i,i,i,i,i,i,22
COc1ccc(C2(C(=O)NCc3ccccc3Cl)CCOCC2)cc1OC,i,i,i,i,i,i,i,i,i,i,1
Cc1noc(C)c1COC(=O)c1cccnc1SCC(=O)Nc1ccc2c(c1)OCO2,i,i,i,i,i,i,i,i,i,i,-2
CCOc1ccccc1N1CCN(Cc2cn[nH]c2-c2ccc(F)cc2)CC1,i,i,i,i,i,i,i,i,i,i,-5
O=C(CCN1C(=O)/C(=C\c2cccc(Br)c2)SC1=S)N1CCOCC1,i,i,i,i,i,i,i,i,i,i,0
COc1ccc(NC(=O)Nc2ccccc2)cc1S(=O)(=O)N1CCCCC1,i,i,i,i,i,i,i,i,i,i,0
Cc1nn2c(N3CCCC3)cc(C(C)C)nc2c1-c1ccccc1,i,i,i,i,i,i,i,i,i,i,2
CCOc1ccc(C(=O)O/N=C(\N)c2ccccn2)cc1,i,i,i,i,i,i,i,i,i,i,7
O=C1N/C(=C/c2ccc(N3CCOCC3)o2)C(=O)N1c1cccc(Cl)c1,19*,i,i,i,i,i,i,i,i,i,8
CCc1noc(C)c1C(=O)Nc1cc(Cl)ccc1N1CCCC1,i,i,i,i,i,i,i,i,i,i,-2
CCc1nc2cccnc2n1-c1ccc(CC(=O)NCCOC)cc1,i,i,i,i,i,i,i,i,i,i,-4
Cc1ccc(N=C2N=C(N)c3ccccc32)c(C)c1,i,i,i,i,i,i,i,i,i,i,2
Cc1ccc(Cn2nc(C)c(NC(=O)c3cc(C)no3)c2C)cc1,i,i,i,i,i,i,i,i,i,i,3
O=C(Nc1ccc(Cl)cc1)c1ccc(OCC2CCCO2)cc1 (configuration not stated),i,i,i,i,i,i,i,i,i,i,-2
COc1cccc(C2CC3(CC(C)(C)NC(=S)N3)Oc3cc(O)ccc32)c1 (configuration not stated),i,i,i,i,i,i,i,i,i,i,3
CC(=O)Nc1ccc(NC(=O)N(c2ccccc2)c2ccccc2)cc1,i,i,i,i,i,i,i,i,i,i,-5
Cc1ccc2c(c1)C(=O)c1c(C(=O)O)cccc1-2,i,i,i,i,i,i,i,i,i,i,-22
Cc1ccc(CSc2nc3c(c(=O)[nH]2)CCC3)cc1,i,i,i,i,i,i,i,i,i,i,1
COc1cc(C(CC(=O)Nc2cc(C)ccn2)N2Cc3ccccc3C2=O)cc(OC)c1OC (configuration not stated),i,i,i,i,i,i,i,i,i,i,-3
CC(C)CCC1(CCNC(C)c2cccs2)CCOC(C)(C)C1 (configuration not stated),i,i,i,i,i,i,i,i,i,i,-1
CC(=O)NC(Cc1ccccc1)C(C)=O (configuration not stated),i,i,i,i,i,i,i,i,i,i,-2
O=C(c1cccc(C(=O)N2CCC(O)(c3ccccc3)CC2)c1)N1CCC(O)(c2ccccc2)CC1,i,i,i,i,i,i,i,i,i,i,5
O=C1COc2ccc(C(=O)COC(=O)Cc3ccsc3)cc2N1,i,i,i,i,i,i,i,i,i,i,8
O=C(NC1=NCCS1)c1cccc(NC(=O)c2ccco2)c1,i,i,i,i,i,i,i,i,i,i,-6
Cc1ccc(/C=C/C(=O)OCC(=O)N2CC(=O)Nc3ccccc32)o1,i,i,i,i,i,i,i,i,i,i,-6
CC(C)(C)c1cc(CN2CCC(O)CC2)cc(C(C)(C)C)c1O,i,i,i,i,i,i,i,i,i,i,-1
Cc1cc(C)nc(N2CCCC(C(=O)NCCC3=CCCCC3)C2)n1 (configuration not stated),i,i,i,i,i,i,i,i,i,i,-2
# (further entries)
SMILES,TRPC6 act,TRPC4 act,ANO1 activ,TMEM16A inh,TRPC4 potent,MrgX1 antagonist,MrgX1 ag,TRPC4 block,TRPC6 inh,MrgX1 PAM,SKKanGAS inh
COCCNC(=O)C(c1ccc(C)cc1)N(Cc1cccs1)C(=O)CCC(=O)Nc1ccccn1 (configuration not stated),i,i,i,i,i,i,i,i,i,i,-4
CC(=O)Nc1sc(C)c(C)c1C(=O)OCC(=O)Nc1cc(S(=O)(=O)N2CCCCC2)ccc1Cl,i,i,i,i,i,i,i,i,i,i,34
COCCC(=O)N1CCC(Oc2ccc(C(=O)N(C)CCCC3CCCC3)cc2)CC1,i,i,i,i,i,i,i,i,i,i,-1
O=C(N/N=C/c1ccc(N2CCOCC2)cc1)c1ccc(O)cc1,i,i,i,i,i,i,i,i,i,i,12
Brc1ccc(OCCCOc2cccc3cccnc23)cc1,i,i,i,i,i,i,i,i,i,i,16
Cc1ccc(OCCC(=O)Nc2ccc(F)c(F)c2)cc1,i,i,i,i,i,i,i,i,i,i,1
